NCI-60 one-dose screen, 48 h, at 10 µM unless noted. Numbers give growth in % (100 = growth as untreated, 0 = no growth, -100 = all killed).
LOX IMVI: LOX IMVI melanoma | 79,000 compounds, 7.4% hits
T-47D: T-47D breast cancer. 79,000 compounds, 5% hits
SK-MEL-2: SK-MEL-2 melanoma; 77,000 compounds, 4.7% hits; AID 1794763
MALME-3M: MALME-3M melanoma | 78,000 compounds, 5.8% hits | AID 1794766
UACC-257: UACC-257 melanoma | 78,000 compounds, 4.4% hits
UACC-62: UACC-62 melanoma. 81,000 compounds, 5.4% hits
BT-549: BT-549 breast cancer; 78,000 compounds, 4.4% hits; AID 1794793
HS 578T: HS 578T breast cancer; 78,000 compounds, 4.1% hits; AID 1794788
Active calls of the source: *; . = not tested or not shown. How the source made its calls: active means growth percent below 10; inactive means the rest.

SMILES	LOX IMVI	T-47D	SK-MEL-2	MALME-3M	UACC-257	UACC-62	BT-549	HS 578T
NC(N)=N/N=C\c1ccnc2ccccc12	93	99	.	105	.	104	98	196
O=[N+]([O-])c1ccc(S(=O)(=O)c2ccc([N+](=O)[O-])cc2)cc1	95	106	96	120	86	105	105	124
C/C=C/C1OCCC(C)O1 (configuration not stated)	95	.	104	98	101	107	100	96
c1ccc(COC(c2ccccc2)(c2ccccc2)c2ccccc2)cc1	68	77	75	120	100	86	101	107
CNCCn1c2ccccc2c2nc3cc(C)c(C)cc3nc21	55	60	95	82	88	78	89	69
Cc1cc(=O)[nH]c2nc3ccccc3n12	97	99	104	89	114	93	113	110
COc1c2c(c(CN3CCOCC3)c3occc13)O/C(=C/c1ccccc1)C2=O	96	91	91	115	97	88	114	96
CC1=C(C)C(=O)C(N2CCN(C(C)C)CC2)=CC1=O	99	107	109	114	115	100	127	100
O=C(O)C(O)c1ccc(Br)cc1 (configuration not stated)	106	94	91	103	105	105	134	117
Clc1cc(Cl)cc(Cl)c1	98	98	101	85	102	107	107	.
CCc1c2ccccc2c(CC)c2ccccc12	97	75	85	98	88	.	109	94
COc1nc2ccc(C)cc2cc1/C=[N+](\[O-])c1ccccc1	78	67	100	94	96	77	96	91
COc1cc(C(=O)/C=C/c2c(C)n([O-])c3ccc(C(F)(F)F)cc3[n+]2=O)cc(OC)c1OC	88	18	96	106	74	91	81	119
NC(=O)/C=C/c1ccccc1	101	109	124	117	100	106	100	129
COc1ccc2c(C3(c4cn(C)c5cc(OC)ccc45)C(=O)Nc4ccc(Cl)cc43)cn(C)c2c1	67	46	88	76	85	68	81	78
COc1ccc(OC)c(/C=C/C(=O)N/N=C/c2ccc(Cl)cc2)c1	37	30	22	54	53	42	64	-1.7*
COc1ccc(NC(=O)CSc2nc3ccccc3c(=O)n2CCc2ccccc2)cc1	93	93	121	60	88	90	92	51
Nc1ccc(OCC(=O)N2CCOCC2)c(Cl)c1	95	94	93	95	102	109	98	107
Oc1ccc(-c2nc3ccc(/C(=N\N=C\c4ccc(Cl)cc4)c4ccccc4)cc3[nH]2)cc1	57	80	91	101	92	84	94	98
COc1cc2c(cc1OC)=NC(=O)/C(=C\c1sc(=O)[nH]c1O)C=2	98	99	103	105	98	100	102	102
O=[N+]([O-])c1ccc2c(c1)/C(=N\O)c1cc(F)ccc1-2	102	78	.	88	101	100	.	104
Cc1cccc(NC(=O)c2sc3nc4c(cc3c2N)CN(Cc2ccccc2)CC4)c1	96	99	129	.	90	110	79	95
COC(=O)[C@@H](Cc1ccccc1)NC(=O)[C@H](CCSC)NC(=O)[C@@H]1CCCN1C(=O)CNC(=O)[C@H](C)NC(=O)OCc1ccccc1	97	94	109	99	107	96	103	104
CC(C)CC(=O)NS(=O)(=O)c1ccccc1	95	112	113	.	103	106	106	109
O=C1C2CCC(C2)C1CN1CCOCC1 (configuration not stated)	109	100	114	115	87	95	104	117
CC(=O)c1ccccc1N	91	102	106	105	104	99	.	106
N=C(N)c1ccc(-c2cccs2)cn1	.	32	107	82	85	88	97	92
O=S(=O)(c1ccc2c(c1)CCCN2)N1CCC[C@H]2CCCC[C@@H]21	88	52	98	133	67	65	163	117
O=C(Nc1ccc(F)cc1)N1CCOCC1	.	106	107	108	103	104	114	104
O=C(/C=C/c1cccc(Br)c1)c1ccc(Nc2nc(N3CCCCC3)nc(N3CCCCC3)n2)cc1	98	94	107	118	97	94	100	103

Part of the list above in order of SMILES length, low to high:
SMILES	LOX IMVI	T-47D	SK-MEL-2	MALME-3M	UACC-257	UACC-62	BT-549	HS 578T
CC(=O)c1ccccc1N	91	102	106	105	104	99	.	106
Clc1cc(Cl)cc(Cl)c1	98	98	101	85	102	107	107	.
NC(=O)/C=C/c1ccccc1	101	109	124	117	100	106	100	129
O=C(O)C(O)c1ccc(Br)cc1 (configuration not stated)	106	94	91	103	105	105	134	117
N=C(N)c1ccc(-c2cccs2)cn1	.	32	107	82	85	88	97	92
O=C(Nc1ccc(F)cc1)N1CCOCC1	.	106	107	108	103	104	114	104
CCc1c2ccccc2c(CC)c2ccccc12	97	75	85	98	88	.	109	94
CC(C)CC(=O)NS(=O)(=O)c1ccccc1	95	112	113	.	103	106	106	109
Nc1ccc(OCC(=O)N2CCOCC2)c(Cl)c1	95	94	93	95	102	109	98	107
CC1=C(C)C(=O)C(N2CCN(C(C)C)CC2)=CC1=O	99	107	109	114	115	100	127	100
COc1nc2ccc(C)cc2cc1/C=[N+](\[O-])c1ccccc1	78	67	100	94	96	77	96	91
COc1ccc(OC)c(/C=C/C(=O)N/N=C/c2ccc(Cl)cc2)c1	37	30	22	54	53	42	64	-1.7*
COc1cc2c(cc1OC)=NC(=O)/C(=C\c1sc(=O)[nH]c1O)C=2	98	99	103	105	98	100	102	102
COc1ccc(NC(=O)CSc2nc3ccccc3c(=O)n2CCc2ccccc2)cc1	93	93	121	60	88	90	92	51
COc1c2c(c(CN3CCOCC3)c3occc13)O/C(=C/c1ccccc1)C2=O	96	91	91	115	97	88	114	96
Cc1cccc(NC(=O)c2sc3nc4c(cc3c2N)CN(Cc2ccccc2)CC4)c1	96	99	129	.	90	110	79	95
Oc1ccc(-c2nc3ccc(/C(=N\N=C\c4ccc(Cl)cc4)c4ccccc4)cc3[nH]2)cc1	57	80	91	101	92	84	94	98
COc1ccc2c(C3(c4cn(C)c5cc(OC)ccc45)C(=O)Nc4ccc(Cl)cc43)cn(C)c2c1	67	46	88	76	85	68	81	78
COc1cc(C(=O)/C=C/c2c(C)n([O-])c3ccc(C(F)(F)F)cc3[n+]2=O)cc(OC)c1OC	88	18	96	106	74	91	81	119
COC(=O)[C@@H](Cc1ccccc1)NC(=O)[C@H](CCSC)NC(=O)[C@@H]1CCCN1C(=O)CNC(=O)[C@H](C)NC(=O)OCc1ccccc1	97	94	109	99	107	96	103	104

More entries follow:
SMILES	LOX IMVI	T-47D	SK-MEL-2	MALME-3M	UACC-257	UACC-62	BT-549	HS 578T
CCCC(C)C(CC)(C(=O)OCC)C(=O)OCC (configuration not stated)	99	.	151	141	93	106	96	101
C=C1CCC2C3(C)COC(c4ccc(N(C)C)cc4)OC3CCC2(C)C1C/C=C1/C(=O)OCC1O (configuration not stated)	12	52	45	105	49	63	46	.
COc1cc(-c2cc(-c3ccc(Cl)cc3)nc(N)c2C#N)cc(OC)c1OC	93	79	105	94	103	90	86	.
CCN(CC)c1ccc(N2C(=O)/C(=C/c3cccs3)SC2=S)cc1	89	83	110	84	81	81	102	103
CCCCCCCCSc1nnc(-c2c(C)nc3ccc(Cl)cn23)o1	94	91	103	95	92	72	99	100
Nc1ccc(Cl)c2cccnc12	107	108	102	109	84	92	79	.
CC1=CC(=O)C2=C(C)CC(OC(=O)CCc3ccccc3)[C@@H]3[C@H](OC(=O)[C@@H]3C)[C@@H]12 (some centres not stated)	96	96	103	113	92	73	99	104
CCC(=O)c1cccc(-c2ccccc2)c1CC	94	104	102	168	93	95	105	98
Cn1c(=O)c2c(nc(Sc3nc(-c4ccc(F)cc4)c(C#N)c(=O)[nH]3)n2Cc2ccc(F)cc2)n(C)c1=O	89	100	113	91	104	92	92	87
Cc1c(O)cc(-c2cnc(N/N=C/c3ccccc3)s2)c(O)c1C	80	30	104	107	96	82	73	91
CC(C)c1c[nH]c(=O)[nH]c1=O	108	109	121	106	103	107	104	115
COc1cc2oc(-c3cccc(NC(=O)c4ccc5c(c4)OCO5)c3)cc(=O)c2c(O)c1OC	94	72	93	92	83	59	76	74
CC(=O)N1c2ccc(C)cc2Sc2c1ccc1ccccc21	88	79	101	149	105	81	113	91
Cn1cc(-c2csc(-c3ccc(Cl)cc3)n2)c2ccccc21	98	104	99	100	107	90	98	131
C#CCN=C[C@]12CCC(C)(C)C[C@H]1C1=CC[C@@H]3[C@@]4(C)CCC(=O)C(C)(C)[C@@H]4CC[C@@]3(C)[C@]1(C)CC2	.	110	115	106	102	74	95	103
CC1=CC=CC(C)C(=O)N1 (configuration not stated)	99	104	112	111	102	111	102	109
[2H]C([2H])([2H])Oc1ccc2ncc(C#Cc3cncc(C(=O)Nc4ccc(CN5CCN(C)CC5)c(C(F)(F)F)c4)c3)n2n1	-68*	-25*	-93*	-81*	-66*	-77*	-57*	-48*
CC(=O)Nc1cccc(-c2[nH]c3ccccc3c2C=C(C#N)C#N)c1	82	70	93	99	85	74	88	85
C=CC[C@@H]1/C=C(\C)C[C@H](C)C[C@H](OC)[C@H]2O[C@@](O)(C(=O)C(=O)N3CCCC[C@H]3C(=O)O[C@H](/C(C)=C/[C@@H]3CC[C@@H](O)[C@H](OC)C3)[C@H](C)[C@@H](O)CC1=O)[C@H](C)C[C@@H]2OC	95	100	101	95	108	74	101	108
COc1cc(NCCCCN=C(N)N)c2ncccc2c1	101	18	27	14	102	88	54	94
CCCCS(=O)(=O)NC(=O)Nc1ccc(Cl)cc1	78	60	101	109	98	35	79	82
Cc1ccc(C(=O)CSc2nc3ccccc3c(=O)n2CCc2ccc(S(N)(=O)=O)cc2)cc1	97	93	106	99	100	101	102	104
Cc1ccc(C)c(N)c1	99	89	108	111	105	97	.	.
Cc1cc(Cc2ccc(Cl)cc2)ccc1OC(=O)c1ccc(Cl)cc1	92	106	124	99	112	85	94	102
O=C1N/C(=N\c2nccs2)S/C1=C\c1cccs1	8.6*	23	41	29	50	-19*	44	50
Cn1c(=O)c2[nH]c(C3CC3)nc2n(C)c1=O	97	.	113	131	104	95	106	101
C=C(C)[C@@H]1CC[C@]2(C(=O)N=C=S)CC[C@]3(C)[C@H](CC[C@@H]4[C@@]5(C)CCC(=O)C(C)(C)[C@@H]5CC[C@]43C)[C@@H]12	41	18	27	41	55	44	47	33
O=C(Nc1ccc2[nH]ncc2c1)c1ccccc1-n1cnnn1	99	96	99	96	96	105	91	104
CC(=O)c1ccc(NCc2nnc3n(Cc4ccccc4)c(=O)c4c5c(sc4n23)CCCC5)cc1	101	90	112	110	93	83	138	111
COc1cc(OC)c(S(N)(=O)=O)cc1C(=O)/C=C/c1ccccc1	3.6*	14	.	68	89	43	17	27
C=CCN(C(=O)OCC)c1ccccc1	94	92	115	90	104	94	70	109
COC1OCC2OC(C)(C)OC2C1OC(=S)SC (configuration not stated)	92	101	113	106	.	99	105	105
COc1ccc(/C=C/c2nc3ccccc3nc2Nc2cccc(C)c2)cc1	108	78	102	115	112	83	100	92
CCc1nc(C(N)=O)c(Nc2ccc(N3CCC(N4CCN(C)CC4)CC3)c(OC)c2)nc1NC1CCOCC1	-85*	65	.	52	40	25	20	.
CC(C)C(=O)OCc1ccccc1	100	86	101	100	92	98	111	113
N#CC(=O)Nc1ccc(F)cc1	100	103	.	114	114	125	130	107
CCc1ccccc1Cc1ccccc1	101	100	101	91	113	114	95	107
COc1ccc(Nc2ccnc(NCCNc3ccnc4cc(Cl)ccc34)n2)cc1	8.8*	35	72	-1.2*	.	75	61	77
Oc1ccc(Cl)cc1/C=N\NC(=S)N/N=C/c1cc(Cl)ccc1O	16	50	26	23	22	3.0*	53	58
CCOC1(OCC)CCN(c2nc(CO)ncc2-c2ccc(C(F)(F)F)cc2)CC1	98	88	.	78	97	99	104	109
CC(C)(C)N(N)Cc1ccccc1	107	104	97	101	100	122	103	111
NC(=S)NCc1ccccc1	100	91	111	105	108	102	.	110
Ic1ccc(CCc2ccc(I)cc2)cc1	81	93	123	108	100	106	112	.
CCCSc1nnc(-c2c(C)nc3ccc(Br)cn23)o1	90	75	103	104	94	70	105	92
CCCCCCCCCCCCCCCC[N+](C)(C)CCCNS(=O)(=O)c1ccc(C#N)cc1	81	109	107	104	118	96	99	123
COc1ccc(/C(=C\c2ccc3c(c2)OCO3)C(=O)Nc2nc3ccc(N)cc3s2)cc1	99	82	91	101	101	93	96	103
COc1ccc(C2NC(=O)C(C#N)c3c2sc2c(F)cccc32)c(OC)c1 (configuration not stated)	40	62	65	40	68	42	72	21
CCOC(=O)c1c2c(c(C)n1Cc1ccc(OC)cc1)-c1oncc1CC2	77	90	120	125	106	110	104	70

Screens deposited in PubChem by NCI.
